RGS4 block: human RGS4 inhibition; P49798; actives 0.45% (n = 310,000); HEK293 M3R/RGS4 inducible, Fluo-4 calcium flux; hits give high values; triggered by carbachol at its EC20; B-score at 10 µM; AID 463165;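 active = B-score, a plate-corrected calcium signal, over three deviations above library mean, with baseline fluorescence within five deviations of library mean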;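 also: RGS4 expression induced by doxycycline in cells with stable M3 receptor; B-score is computed from the integrated fluorescence ratio over baseline after carbachol; higher B-score means a larger calcium signal and so more RGS4 inhibition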
Target sequence (P49798 whole entry, looked up): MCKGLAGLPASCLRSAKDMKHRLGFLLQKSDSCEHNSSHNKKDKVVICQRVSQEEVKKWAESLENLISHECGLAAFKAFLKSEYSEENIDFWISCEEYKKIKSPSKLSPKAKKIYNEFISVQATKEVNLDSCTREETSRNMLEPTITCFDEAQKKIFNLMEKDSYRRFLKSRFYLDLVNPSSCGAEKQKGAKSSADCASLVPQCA
TRPC6 act: mouse TRPC6 channel activation | Q61143 | AID 2550 | B-score at 10 µM | HEK293-TRPC6 membrane potential dye fluorescence; hits give high values | actives 0.13% (n = 310,000);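 active = B-score of the integrated fluorescence ratio above library mean plus 3 SD, and starting fluorescence ratio within library mean plus 5 SD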;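 also: higher score means more depolarization so channel activation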
TRPC4 inh: TRPC4 (mouse) channel inhibition; HEK293 TRPC4beta/mu-opioid, DAMGO-evoked Fluo4 calcium flux; hits give low values; B-score at 10 µM; AID 2247; actives 0.39% (n = 300,000);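 active = B-score over 3 SD under the library average, no early fluorescence shift, positive overall ratio signal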
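Test system – stable TRPC4beta/mu-opioid receptor HEK293 cells · Probe or stimulus – DAMGO, a submaximal dose followed by a maximal one · Dosing – one concentration per compound · Signal – Fluo4 calcium fluorescence by kinetic imaging, 5 s 1 Hz baseline · Evaluation – per-well B score of integrated baseline-normalized Fluo4 ratio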
RGS4 pot: potentiators or activators of RGS4; HEK293 M3R/inducible RGS4, carbachol calcium flux Fluo4; hits give low values; B-score at 10 µM; actives 0.92% (n = 310,000); AID 463111;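 active = B-score of the integrated calcium signal more than 4 SD below the library mean, with starting fluorescence not abnormally high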;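 also: negative B-score means reduced calcium response which marks RGS4 activation or potentiation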
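test system = HEK293 cells with stable M3R and inducible RGS4 | schedule = recording 10 s baseline at 1 Hz, 100 s post-agonist | technique = Fluo4-AM (2 µM) calcium-flux fluorescence, kinetic read | measure = Agonist-evoked peak-minus-minimum fluorescence over baseline, integrated ratio, B score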
TRPC6 inh: mouse TRPC6 channel inhibition. Q61143. HEK293-TRPC6, membrane potential dye, ACh-evoked depolarization; hits give low values. B-score at 10 µM. actives 1.1% (n = 310,000). AID 2553;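 active = B-score under library mean minus 3 SD, initial fluorescence not abnormally high, positive integrated signal ratio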;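 also: B-score derived from integrated fluorescence ratio over the kinetic read; more negative B-score means stronger inhibition of depolarization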
HIF activator: HIF pathway transcriptional activation | actives 0.32% (n = 300,000) | activation, % at 7.5 µM (by protocol) | U2OS HRE-luciferase reporter, luminescence; normalized: DMSO 0%, desferrioxamine 100% | AID 1910;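 active = mean activation of at least 10% of the iron chelator positive control signal, with at least half of replicates also reaching 10%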
MrgX1 antagonist: human MrgX1 receptor antagonism, primary screen; Q96LB2; MRGX1-HEK293 calcium flux, Fluo-4, BAM8-22 antagonism; hits give low values; B-score at 10 µM; actives 1.3% (n = 310,000);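 active = calcium-response B-score plate-corrected more than 3 library SD below zero, starting fluorescence within 5 deviations, no agonist response on first addition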;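 also: peak minus trough fluorescence over baseline after final BAM8-22 challenge near maximal dose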
Target sequence (Q96LB2 whole entry, looked up): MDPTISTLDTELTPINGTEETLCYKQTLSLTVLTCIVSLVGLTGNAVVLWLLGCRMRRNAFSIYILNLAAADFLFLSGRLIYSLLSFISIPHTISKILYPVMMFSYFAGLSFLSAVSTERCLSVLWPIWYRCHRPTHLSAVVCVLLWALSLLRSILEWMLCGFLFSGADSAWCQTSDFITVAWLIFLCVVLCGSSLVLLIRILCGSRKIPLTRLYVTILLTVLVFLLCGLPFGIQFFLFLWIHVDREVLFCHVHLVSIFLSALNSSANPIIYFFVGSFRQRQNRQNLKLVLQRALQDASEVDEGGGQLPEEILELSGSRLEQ
Platelet DG rel: platelet dense granule release activity. human platelet-rich plasma, SFLLRN dense granule ATP release, luminescence. inhibition, %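 (compounds screened at 7.5 µM in platelet-rich plasma)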. actives 0.22% (n = 300,000);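 active = mean replicate score, as percent of positive control, at or above 50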
SKKanGAS inh: blocks kanamycin growth of S. pyogenes SKKanGAS strain; inhibition, % at 7.5 µM; BacTiter-Glo, 6 h; actives 1.3% (n = 300,000);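 active = mean replicate score, as percent of positive control median, at least 50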;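 also: strain carries kanamycin resistance gene driven by streptokinase promoter and grows in 40 µg/ml kanamycin; loss of luminescence reflects streptokinase promoter inhibition or plain growth inhibition; 0% = median of DMSO wells and 100% = positive control at its reference dose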
MrgX1 allo act: allosterically activates human MrgX1 receptor signaling; Q96LB2; MrgX1-HEK293, Fluo-4 calcium flux, FDSS; hits give high values; B-score at 10 µM; actives 0.63% (n = 310,000);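 active = plate-corrected calcium response at least 3 library SD above typical, normal starting fluorescence, not activating the receptor alone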;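 also: compound read alongside a low EC10 to EC30 dose of BAM8-22 agonist; peak minus trough fluorescence over baseline measured at the second addition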
MrgX1 ag: activates human MrgX1 receptor signaling. Q96LB2. MrgX1-HEK293 cells, Fluo-4 calcium fluorescence, agonist mode; hits give high values. B-score at 10 µM. actives 0.44% (n = 310,000);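 active = calcium response B-score plate-corrected fluorescence ratio at least 3 library SD, with starting fluorescence B-score inside 5 SD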
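Assay system: stable human MrgX1 HEK293 cell line. Quantity: 15,000 cells per well. Schedule: cells plated overnight, dye loaded 0.5 h 37 °C, 0.5 h room temperature. Detection: Fluo-4 NW calcium-flux fluorescence, kinetic read. Read-out basis: peak-minus-minimum fluorescence over baseline, converted to B scores. Control set: positive and negative control wells on each plate.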
Active calls of the source: *; i = inactive; x = not tested or not shown.

SMILES	RGS4 block	TRPC6 act	TRPC4 inh	RGS4 pot	TRPC6 inh	HIF activator	MrgX1 antagonist	Platelet DG rel	SKKanGAS inh	MrgX1 allo act	MrgX1 ag
O=C(Nc1cc(C(=O)N2CCN(c3ccccc3O)CC2)ccc1Cl)c1cccs1	i	i	i	i	i	-0.8	i	2	0	i	i
Cc1ccc(CN(N=Nc2nonc2N)c2nonc2N)c(C)c1	i	i	i	i	i	-0.5	i	1	5	i	i
Cc1ccc2nc(NCc3ccc(F)cc3)c3nncn3c2c1	i	i	i	i	i	0.3	i	0	6	i	i
COc1ccc(C2(C(=O)NCCc3ccccc3)CCCC2)cc1	i	i	i	i	i	0.7	i	3	2	i	i
CC(=O)c1cc(-c2ccccc2)n(CCC(=O)NC2CCCCC2)c1C	i	i	i	i	i	-0.1	i	26	2	i	i
COc1cccc(N2CCN(c3ccc4nnc(CCC(=O)Nc5ccc(F)cc5F)n4n3)CC2)c1	i	i	i	i	i	1.7	i	5	17	i	i
COc1ccc(N2CCN(S(=O)(=O)CCNC(=O)c3cccs3)CC2)cc1	i	i	i	i	i	-0.4	i	4	-5	i	i
CN(C)CCCNC(NC(=O)/C=C/c1ccccc1)C(Cl)(Cl)Cl (stereo not drawn)	i	i	i	i	i	0.0	i	-2	-4	i	i
Oc1ccccc1-c1cc(-c2ccccc2Cl)[nH]n1	i	i	i	i	i	-0.2	i	24	x	i	i
CN(C(=O)COC(=O)c1ccc(Br)c([N+](=O)[O-])c1)c1c(N)n(Cc2ccccc2)c(=O)[nH]c1=O	i	i	i	i	i	0.2	i	2	-1	i	i
O=C(CSc1nc2[nH]ncc2c(=O)[nH]1)NCCc1ccccc1	i	i	i	i	i	-0.3	i	-3	-15	i	i
C=C(C)C1CC=C(C)/C(=N/NC(=O)c2ccc(NC(=O)CCC)cc2)C1 (stereo not drawn)	i	i	i	i	i	-0.1	i	5	2	i	i
CCN(c1ccccc1)S(=O)(=O)c1ccc(C(=O)Nc2nnc(-c3ccco3)o2)cc1	i	i	i	i	i	0.0	i	9	63*	i	i
CN(c1ccccc1)S(=O)(=O)c1cccc(NC(=O)CSc2n[nH]c(N)n2)c1	i	i	i	i	i	-0.1	i	-17	-7	i	i
Cc1c(O)c2c3c(cccc3c1O)C(=O)N(c1ccccc1)C2=O	i	i	i	i	i	-0.3	i	22	18	i	i
C=C1C(=O)O[C@H]2C1CC[C@@](C)(O)C13C=CC(C)(C21)C1(C3)C(=O)O[C@@H]2C3C(C)=CCC3[C@](C)(O)C[C@H](OC(C)=O)C21 (stereo partly drawn)	i	i	i	i	i	0.1	i	5	-5	i	i
COc1cc(C(=O)N2CCC(n3c(C)nc4cc(F)ccc43)CC2)cc(OC)c1OC	i	i	i	i	i	-0.2	i	8	-7	i	i
c1ccc(Nc2c3c(nc4ccccc24)CCC3)cc1	i	i	i	i	i	-0.5	i	0	-22	i	i
Cn1c(=O)c2c(nc(SCC(=O)NC34CC5CC(CC(C5)C3)C4)n2C)n(C)c1=O	i	i	i	i	i	-0.1	i	8	-4	i	i
CCOC(=O)N1CCN(C(=S)Nc2ccc(C)cc2)CC1	i	i	i	i	i	0.5	i	0	8	i	i
Cc1noc(C)c1S(=O)(=O)N(CC(=O)O)c1ccc2c(c1)OCO2	i	i	i	i	i	-0.2	i	-7	-3	i	i
CCCCC1(Cc2ccc(OC)c([N+](=O)[O-])c2)C(=O)N(c2ccccc2)N(c2ccccc2)C1=O	i	i	i	i	i	-0.3	i	-6	-6	i	i
CCOc1ccc(-c2noc(CCC(=O)NC)n2)cc1OCC	i	i	i	i	i	0.3	i	0	4	i	i
COc1ccc(Cl)cc1NC(=O)CCc1nnc2ccc(N3CCN(C)CC3)nn12	i	i	i	i	i	0.0	i	-10	-1	i	i
COc1cc(C)c(Br)cc1S(=O)(=O)NCCN1CCOCC1	i	i	i	i	i	0.0	i	-6	-3	i	i
New compounds follow.
SMILES	RGS4 block	TRPC6 act	TRPC4 inh	RGS4 pot	TRPC6 inh	HIF activator	MrgX1 antagonist	Platelet DG rel	SKKanGAS inh	MrgX1 allo act	MrgX1 ag
Cc1[nH]n(-c2nc(-c3ccccc3)cc(=O)[nH]2)c(=O)c1CCO	i	i	i	i	i	-0.4	i	10	-1	i	i
O=C(NC1=C(NC2CCS(=O)(=O)C2)C(=O)c2ccccc2C1=O)c1ccccc1 (stereo not drawn)	i	i	i	i	i	2.9	i	2	26	i	i
O=C(Cn1nnc(-c2ccccc2F)n1)Nc1ccc(C(=O)N2CCOCC2)cc1	i	i	i	i	i	0.7	i	14	2	i	i
C/C(=N\Nc1ccc([N+](=O)[O-])cc1)c1ccc(N)cc1	i	i	i	i	i	3.6	i	6	1	i	i
O=C(Cn1nnc2ccccc21)N1CCCCC1	i	i	i	i	i	0.5	i	11	0	i	i
CCn1cc(/C=C(\NC(=O)c2ccccc2Cl)C(=O)N2CCOCC2)c2ccccc21	i	i	i	i	i	0.6	i	0	6	i	i
CCN(Cc1ccccc1)C(=O)CSc1ncn[nH]1	i	i	i	i	i	0.0	i	8	6	i	i
CCCCn1c(N)c(N(CCOC)C(=O)COC(=O)COc2ccccc2C#N)c(=O)[nH]c1=O	i	i	i	i	i	-20	i	2	2	i	i
COc1ccccc1NNC(=O)c1cc(C(C)(C)C)nn1Cc1ccccc1	i	i	i	i	i	1.5	i	-34	-5	i	i
CCOCCCNC(=O)/C(C#N)=C/c1ccc(C)o1	i	i	i	i	i	1.3	i	0	-4	i	i
COc1cc(/C=C2\SC(N3CCc4ccccc4C3)=NC2=O)cc(OC)c1OC	i	i	i	i	i	-0.1	i	13	7	i	i
Cc1ccc(C(C(=O)NCCc2ccccc2)N(C(=O)c2csnn2)C2CC2)o1 (stereo not drawn)	i	i	i	i	i	0.5	i	-2	-5	i	i
Cc1ccc(S(=O)(=O)N(C)C)cc1NC(=O)COC(=O)c1ccc2c(=O)n3c(nc2c1)CCC3	i	i	i	i	i	-0.1	i	7	11	i	i
Cc1cc(Cl)ccc1NC(=S)N1CCN(Cc2ccccc2)CC1	i	i	i	i	i	-6.9	i	-12	5	i	i
O=C(Nc1cccc(C(F)(F)F)c1)c1cncs1	i	i	i	i	i	1.6	i	4	-1	i	i
CSc1nc(-c2ccc(Cl)cc2)nn1C(=O)c1ccco1	5.6*	i	i	i	i	1.9	i	-4	-7	i	i
C=CCN1C(=O)C(CC(=O)O)SC1=Nc1ccc(C)cc1 (stereo not drawn)	i	i	i	i	i	-0.9	i	3	-1	i	i
COc1ccc(CNC(=O)COC(=O)[C@H](Cc2c[nH]c3ccccc23)NC(=O)c2cccs2)cc1	i	i	i	i	i	0.1	i	30	4	i	i
Cc1ccc(C)c(N2CCN(S(=O)(=O)c3c(C)[nH]c(C)c3C(=O)N3CCCC3)CC2)c1	i	i	i	i	i	-0.2	i	-1	-1	i	i
COc1ccccc1NS(=O)(=O)c1cccc(C(=O)N/N=C(\C)c2ccc(-n3ccnc3)cc2)c1	i	i	i	i	i	0.5	i	-1	-1	i	i
O=C(CCCCn1c(=O)c2ccccc2n(CC(=O)NC2CCCC2)c1=O)NCc1ccco1	i	i	i	i	i	0.0	i	-2	-1	i	i
COCCn1nnnc1C(c1ccc(OC)c(OC)c1)N1CCN(C(=O)c2ccco2)CC1 (stereo not drawn)	i	i	i	i	i	-0.5	i	-26	-1	i	i
Cc1cc(Cl)c2oc(C(=O)N(C)Cc3nccn3C)c(C)c2c1	i	i	-7*	i	i	-1.5	x	-11	-3	x	x
O=C(Nc1cccc(Cl)c1)c1ccc(F)c(S(=O)(=O)NCc2cccs2)c1	i	i	i	i	i	0.8	i	2	-4	i	i
CCCSc1nsc(SCCC)c1C(N)=O	i	i	i	i	i	-0.2	i	-9	6	i	i
(cont.)
SMILES	RGS4 block	TRPC6 act	TRPC4 inh	RGS4 pot	TRPC6 inh	HIF activator	MrgX1 antagonist	Platelet DG rel	SKKanGAS inh	MrgX1 allo act	MrgX1 ag
CCN(CC(=O)Nc1c(F)cccc1F)C(=O)c1ccc(C2SCCS2)cc1	i	i	i	i	i	0.3	i	2	-16	i	i
CC(C)Cc1nnc(NC(=O)CN2C(=O)NC3(CCCC3)C2=O)s1	i	i	i	i	i	1.2	i	-1	-6	i	i
N#C/C(=C(\O)Cc1ccccc1)c1nc2ccccc2[nH]1	i	i	i	i	i	0.3	i	8	-1	i	i
O=C(COC(=O)c1ccc(Cl)nc1)c1ccc2c(c1)OCCO2	i	i	i	i	i	3.6	i	-2	-17	i	i
CC1CCN(c2ccc3nnc(CCC(=O)N4CCN(c5ccccc5F)CC4)n3n2)CC1	i	i	i	i	i	0.1	i	-12	-7	i	i
CCCn1nnnc1-c1cc(Cl)cc(Cl)c1	i	i	i	i	i	-0.3	i	10	-4	i	i
CCCCNC(=O)OCCNC(=O)NC	i	i	i	i	i	-0.6	i	-3	x	i	i
COCC(C)n1c(-c2ccc3c(c2)NC(=O)CO3)csc1=Nc1ccc(OC(F)F)cc1 (stereo not drawn)	i	i	i	i	i	-0.8	i	3	19	i	i
O=C(NCCN1CCOCC1)c1cc(-c2ccc(F)cc2)on1	i	i	i	i	i	6.4	i	-4	-1	i	i
CCN(CC)S(=O)(=O)c1ccc(NCc2ccccc2)nc1	i	i	i	i	i	0.4	i	-3	-16	i	i
CCc1ccc[n+](-c2[nH]c(=O)sc2/C=N/N=C(\[O-])c2ccncc2)c1	i	i	i	i	i	0.2	i	9	1	i	i
N#Cc1ccc(C(=O)Nc2ccn(-c3ccccc3)n2)cc1	i	i	i	i	i	0.4	i	-1	26	i	i
CC(CC(=O)Nc1cccc(Cl)c1)c1ccccc1 (stereo not drawn)	i	i	i	i	i	0.2	i	10	4	i	i
CCOC(=O)N1CCC(Nc2c(NCCCOC)c(=O)c2=O)CC1	i	i	i	i	i	-0.1	i	-19	5	i	i

Compound activity from PubChem BioAssay.
